Source: PubChem BioAssay (National Center for Advancing Translational Sciences (NCATS))
TSHR antagonist – Antagonists of the Thyroid Stimulating Hormone Receptor: HTS campaign; TSHR-expressing cells, TSH-stimulated cAMP HTRF, 2 h; hits give low values; 330,000 compounds, 0.2% hits; Thyrotropin receptor (Homo sapiens), P16473; activity change, negative = inhibition, % at 11.5 µM;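 active = activity change below a set negative limit, meaning inhibition stronger than a set level, cut at about -70% in these data; inconclusive = activity change between two set negative limits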; also: % is scaled to controls: 0 for no effect and ±100 for the full control effect
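Competitive HTRF cAMP read-out (cryptate anti-cAMP antibody, cAMP-d2; 30 min, room temperature) in freshly harvested TSHR cells. Compounds added before TSH at EC80 (4nM final), followed by 2 hours' incubation at 37 deg C.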
hERG WT inh – qHTS for Inhibitors of KCHN2 3.1: Wildtype qHTS; 340,000 compounds, 0.37% hits; activity change, % at 1.84 µM; AID 720551, 2013; U2OS, BacMam KCNH2, thallium flux FluxOr; hits give low values; Voltage-gated inwardly rectifying potassium channel KCNH2 (Homo sapiens), Q12809;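 active = maximum activity change below -70%; inconclusive = maximum activity change between -70% and -50%; inactive = maximum activity change above -50%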; also: % is scaled to controls: 0 for no effect and ±100 for the full control effect
Target sequence (Q12809 whole entry, looked up): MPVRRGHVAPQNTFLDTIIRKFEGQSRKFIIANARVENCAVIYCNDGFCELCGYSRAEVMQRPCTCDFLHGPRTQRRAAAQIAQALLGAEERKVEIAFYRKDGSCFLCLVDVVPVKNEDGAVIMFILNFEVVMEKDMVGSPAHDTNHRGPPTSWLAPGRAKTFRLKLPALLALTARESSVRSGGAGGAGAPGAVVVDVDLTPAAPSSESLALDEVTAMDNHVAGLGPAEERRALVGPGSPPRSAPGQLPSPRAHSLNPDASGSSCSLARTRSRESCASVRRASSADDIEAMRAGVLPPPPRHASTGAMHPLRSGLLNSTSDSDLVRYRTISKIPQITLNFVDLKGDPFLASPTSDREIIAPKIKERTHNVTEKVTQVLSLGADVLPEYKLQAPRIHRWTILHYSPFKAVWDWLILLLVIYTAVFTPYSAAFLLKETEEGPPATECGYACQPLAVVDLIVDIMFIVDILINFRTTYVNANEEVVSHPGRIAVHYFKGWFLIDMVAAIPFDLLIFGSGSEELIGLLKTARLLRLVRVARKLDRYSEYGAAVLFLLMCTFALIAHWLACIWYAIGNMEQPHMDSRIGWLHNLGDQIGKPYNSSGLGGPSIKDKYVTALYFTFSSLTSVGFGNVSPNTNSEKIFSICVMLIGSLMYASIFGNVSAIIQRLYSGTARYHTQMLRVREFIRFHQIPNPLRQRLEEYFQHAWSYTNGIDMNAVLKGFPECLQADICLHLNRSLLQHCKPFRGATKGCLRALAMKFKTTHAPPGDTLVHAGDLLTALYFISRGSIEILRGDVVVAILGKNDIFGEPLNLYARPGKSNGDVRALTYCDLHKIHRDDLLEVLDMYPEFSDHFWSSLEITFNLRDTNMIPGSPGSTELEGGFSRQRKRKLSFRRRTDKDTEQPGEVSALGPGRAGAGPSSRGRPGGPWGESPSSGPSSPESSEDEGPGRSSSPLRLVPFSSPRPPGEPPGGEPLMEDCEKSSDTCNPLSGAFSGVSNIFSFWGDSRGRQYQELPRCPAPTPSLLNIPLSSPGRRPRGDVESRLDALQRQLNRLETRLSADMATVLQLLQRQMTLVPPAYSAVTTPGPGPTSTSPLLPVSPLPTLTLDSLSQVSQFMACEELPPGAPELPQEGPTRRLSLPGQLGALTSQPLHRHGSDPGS
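U2OS cells were transduced with wild-type KCNH2 virus (2.03 x 10^8 / mL) for 4 h at room temperature, then cultured overnight at 37 C. Thallium flux was read with FluxOr dye. Rate constants were normalized to DMSO controls.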
KCNH2 3.1 block – qHTS for Inhibitors of KCHN2 3.1: Mutant qHTS. U2OS KCNH2 3.1, thallium flux FluxOr; hits give low values. Potassium voltage-gated channel subfamily H member 2, brain isoform KCNH2 3.1 (human). 340,000 compounds, 0.95% hits. activity change, % (tested at about 1.8 µM);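 active = maximum activity change below -70%; inconclusive = maximum activity change from -70% to -50%; inactive = maximum activity change above -50%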;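 also: thallium influx rate constant from kinetic fluorescence after stimulation buffer; % is scaled to controls: 0 for no effect and ±100 for the full control effect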
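We transduce U2OS cells with the mutant 3.1 virus, culture them overnight, load FluxOr with Red40 quencher for 45 min, then add stimulation buffer and read kinetically for 2 min to derive a normalized rate constant.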
A-T KAP1 phos – qHTS Assay for Identifying a Potential Treatment of Ataxia-Telangiectasia | […] A-T fibroblasts, KAP-1 phosphorylation AlphaLISA; neocarzinostatin DNA damage 30 min before lysis | Potency, µM (series often up to 57.5 µM), for inactives: top-dose activation, most hits filed as activators | 320,000 compounds, 0.19% hits | AID 485349, 2010; also: potency is read from the fitted curve at half-maximal effect; % of control where 0% means no effect; nearly all actives have a fitted effect of over 45% in size
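hTERT-immortalized A-T patient fibroblasts ([…]), 500 cells/well in OPTI-MEM, 1% FBS, got compounds for 60 min, then NCS for 30 min at 37C. Lysates were then assayed for phospho-KAP-1 by AlphaLISA (anti-pKAP1 donor, anti-KAP1 acceptor beads), 6 hr at 25C.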
USP2a block – qHTS Assay for Inhibitors of Ubiquitin-specific Protease USP2a Using CHOP2 as the Reporter; Ubiquitin carboxyl-terminal hydrolase 2 (Homo sapiens), O75604; Potency, µM (series often up to 38.3 µM), inactives show top-dose activity change, negative = inhibition, actives largely listed as inhibitors; 330,000 compounds, 0.01% hits; USP2 core, Ub-CHOP2 coupled fluorogenic reporter, 485/531; AID 463254, 2010;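 also: potency is read from the fitted curve at half-maximal effect; plate controls were DMSO wells for no effect and full inhibition by NEM control for full effect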
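Deubiquitinase activity read as fluorescence (485/531 nm) after Ub-CHOP2 cleavage activates the enterokinase reporter on its substrate; USP2 core 10nM, Ub-CHOP2 and substrate 25nM each, 30min compound preincubation then 60min RT; data normalized to NEM, curves fitted.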
TRPV1 ag – HTS Assay for Compounds that Act as Agonists of the Vanilloid Receptor 1; Transient receptor potential cation channel subfamily V member 1 (Homo sapiens), Q8NER1; TRPV1-expressing cells, Fluo-8 calcium influx, agonist mode; activation, % at 8.33 µM; 320,000 compounds, 0.19% hits; in the data active = activation above about 80%; inconclusive = between about 30% and that limit; also: 0% is about no effect
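Cells expressing TRPV1 were dye-loaded with Fluo-8 and read kinetically: 10 s baseline, 3 min after compound (agonist portion), then 2 min after EC20 capsaicin (allosteric enhancer portion). Calcium-bound dye fluorescence at 480/520 nm.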
Mito fusion yeast – qHTS Assay for Small Molecule Inhibitors of Mitochondrial Division or Activators of Mitochondrial Fusion | S. cerevisiae fusion-defective mutant growth rescue, CellTiterGlo 48 h | Potency, µM (doses to about 46.1 µM), without a hit: top-dose growth rescue (activation), usual class: activators | 320,000 compounds, 0.23% hits | AID 485298, 2010;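 also: potency is read from the fitted curve at half-maximal effect; % of control where 0% means no effect; nearly all actives have a fitted effect of over 45% in size; temperature-sensitive fusion mutants such as fzo1-1 at 37 °C on non-fermentable ethanol glycerol medium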
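Growth-rescue viability read-out: after 48 h at the non-permissive 37C in glycerol/ethanol YPEG, yeast mitochondrial fusion mutants are measured by CellTiterGlo luminescence; compounds (23 nl pinned per well) restoring growth score as division inhibitors or fusion activators.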
TCR act – Activators of T cell receptors: qHTS campaign. primary human leukocytes, anti-CD3, IL-2 HTRF, 48 h. Potency, µM (top dose mostly 9.22 µM), for inactives: at the highest dose activation of IL-2 secretion, usual class: activators. 330,000 tested, under 10 active; also: % of control where 0% means no effect
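48 hr co-incubation of compounds, a-CD3 beads and primary human leukocytes; IL-2 quantified homogeneously by HTRF with anti-IL-2 K and d2 conjugates.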
Eya2 inh – qHTS Assay for Inhibitors of the Phosphatase Activity of Eya2 | Potency, µM (highest dose often 76.9 µM), without a hit: at the highest dose activity, negative = inhibition, most hits filed as inhibitors | Protein phosphatase EYA2 (Homo sapiens), O00167 | 330,000 compounds, 0.006% hits | recombinant Eya2, OMFP fluorescence dephosphorylation (OMFP is methylfluorescein phosphate) | AID 488837, 2010; also: potency is read from the fitted curve at half-maximal effect; % is scaled to controls: 0 for no effect and ±100 for the full control effect
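Eya2 protein (added as 0.2 uM solution) was preincubated with compound for 10 min at ambient temperature in 50 mM HEPES pH 7.5, 50 mM NaCl, 5 uM MgCl2, 0.05% BSA, 1 mM DTT. OMFP (added at 50 uM) then reacted 10 min; fluorescence read at 485/525 nm.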
ELG1 repair inh – qHTS screen for small molecules that inhibit ELG1-dependent DNA repair in human embryonic kidney (HEK293T) cells expressing luciferase-tagged ELG1; 330,000 compounds, 2.3% hits; HEK293T ELG1-luciferase reporter, luminescence, 16 h; DNA damage induced by 5-fluorouridine; Potency, µM (doses to about 46.1 µM), without a hit: at the highest dose activity change, negative = inhibition, hits mostly inhibitors; AID 504467, 2011; also: potency is read from the fitted curve at half-maximal effect; % is scaled to controls: 0 for no effect and ±100 for the full control effect; nearly all actives have a fitted effect of over 55% in size
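Step one: seed 2,000 cells per well. Step two: pin-transfer compound or DMSO alongside 5-fluorouridine. Step three: incubate 16 hr, 37 °C, 5% CO2. Step four: add ONE-Glo, wait 30 min, read luminescence.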
Active calls of the source: *; ? = inconclusive; . = no result given; [ ] = remark or other dose. Unless noted, calls follow the shape of the dose curve; as a rule, active = well fitted curve in the direction sought with a large enough effect; inconclusive = small, poorly fitted or top-dose-only effect, or another doubt; inactive = no such curve, though single readings can be large; an effect the other way counts as inactive or inconclusive. The list is partial; count on the stated rates, not on these rows.

SMILES	Mito fusion yeast	KCNH2 3.1 block	TSHR antagonist	TRPV1 ag	hERG WT inh	A-T KAP1 phos	Eya2 inh	TCR act	ELG1 repair inh	USP2a block
O=C(NC1CCCCCC1)C(=O)NC1CCCC1	-1%	-8	3	1	-10	-3%	-4%	8%[46.1 µM]	?	2%
Cc1ccc(S(=O)(=O)N/N=C/c2ccccc2F)cc1[N+](=O)[O-]	-2%	2	14	-1	-1	11%	1%	-3%	6%	0%
Cc1cc(NC(=O)CSC2=NS(=O)(=O)c3cc(Cl)ccc3N2)no1	-6%	2	-2	-1	-5	-7%	7%	0%	10%	-1%
CCOC(=O)Nc1ccc2c(CN3C(=O)NC4(CCCC4)C3=O)cc(=O)oc2c1	1%	9	-7	2	17	2%	-1%	3%	-23%	0%
Cc1nc2ccc(NC(=S)N3CCN(c4ccccn4)CC3)cc2nc1C	-2%	8	2	-2	0	1%	-1%	-3%[46.1 µM]	?	0%
C/C(=N\Nc1nccnc1Cl)c1ccc(Br)cc1	-10%	3	1	-1	10	9%	8%	1%	28%	0%
O=C(NCc1ccccc1Cl)C1CCC(=O)N(C2CC2)C1 (configuration not stated)	-12%	-19	11	0	-16	-5%	6%	2%	0%	0%
COc1ccc(S(=O)(=O)Cc2ccc(C(=O)N3CCN(c4cccc(C)c4C)CC3)o2)cc1	?	-1	-12	1	1	-13%	-17%	-5%	16µM*	-1%
Cc1cccc(NC(=O)CCS(=O)(=O)c2ccccc2)c1	-7%	1	-4	0	6	-3%	5%	-7%	?	1%
Nc1nc2ccc(S(=O)(=O)N3CCCCC3)cc2s1	6%	8	8	3	0	-15%	-2%	0%	8%	0%
COc1ccccc1OCCNC(=O)CC(NC(C)=O)c1ccccc1 (configuration not stated)	0%	-1	-3	22	-9	-6%	?	0%	-8%	2%
CN(C)CCN(Cc1cc2cc3c(cc2nc1Cl)OCO3)C(=O)c1ccco1	-1%	-4	-8	1	-2	1%	-19%	-1%	8%	0%
O=C(NCc1ccc2c(c1)OCO2)C1CCCN(S(=O)(=O)c2cccc3cccnc23)C1 (configuration not stated)	-3%	3	-1	3	16	-9%	-5%	-2%	?	0%
CCn1cc(CNC(=O)/C=C/c2ccc([N+](=O)[O-])cc2)cn1	0%	14	-14	0	14	0%	-6%	-2%[46.1 µM]	-2%	2%
COc1cccc(-n2cc(-c3ccc(F)cc3)[nH]c2=S)c1	-46%[inhibitor]	-7	-2	-1	-8	.	-20%	-4%	?	-2%
O=C(NCCc1ccccc1)c1ccc(CS(=O)(=O)c2ccc(Br)cc2)o1	2%	-26	2	?	7	3%	6%	-3%	-4%	4%
COc1cc(C(=O)N2CCN(c3ccc([N+](=O)[O-])cc3)CC2)ccc1OCc1c(C)noc1C	0%	-36	14	-1	15	1%	20%	-3%	-13%	-1%
COc1ccc(OCC(=O)Nc2nc3ccccc3[nH]2)cc1	0%	-7	4	0	-2	4%	6%	6%	?	-3%
COc1ccc(S(=O)(=O)N2CCCCC2)cc1NC(=O)c1c(F)cccc1Cl	14%	3	30	3	15	1%	-6%	17%	-5%	-19%
O=C(Nc1ccc(Cl)c(Cl)c1)c1cccnc1	9%	12	31	17	-10	-6%	2%	0%	?	0%

(listing goes on)
SMILES	Mito fusion yeast	KCNH2 3.1 block	TSHR antagonist	TRPV1 ag	hERG WT inh	A-T KAP1 phos	Eya2 inh	TCR act	ELG1 repair inh	USP2a block
CCOC(=O)CNC(=O)CNC(=O)c1nn(-c2ccc(OC)c(OC)c2)c(=O)c2ccccc12	-2%	-12	3	-6	-7	0%	15%	3%	-13%	0%
CCOCCCn1c(SC(C)C(=O)NCC2CCCO2)nc2sc(C)c(C)c2c1=O (configuration not stated)	3%	-19	-4	?	-1	1%	5%	1%	-19%	-1%
COC(=O)c1ccc(C)c(NC(=O)c2nn(C)c(=O)c3ccccc23)c1	-1%	29	2	-3	7	2%	4%	.	17%	1%
Cc1cccc2nc(COc3ccc(Cl)c4cccnc34)cn12	12%	-11	3	6	-3	-3%	-2%	1%	?	4%
Cc1cccn2c(=O)c(C=O)c(Cl)nc12	-5%	2	13	-2	2	-4%	0%	-4%	?	2%
CCC(C)[C@H](NC(=O)Nc1ccc(S(N)(=O)=O)cc1)C(=O)O (some centres not stated)	.	12	11	-3	16	-4%	17%	10%[46.1 µM]	-1%	4%
O=[N+]([O-])c1ccc(C(O)CN2CCN(c3ccccc3)CC2)cc1 (configuration not stated)	4%	-8	0	-1	40	3%	-11%	9%	-22%	4%
Cc1ccc(C(O)Cn2cc([N+](=O)[O-])nc2C)cc1 (configuration not stated)	-2%	-8	3	0	-3	-7%	6%	-2%	-7%	16%
COC(=O)c1cccc(NC(=O)CC2C(=O)NCCN2C(=O)c2ccc(F)cc2F)c1 (configuration not stated)	-7%	7	5	.	-7	14%	1%	3%	-8%	0%
CSc1cccc(N2CC(C(=O)NCCN3C(=O)S/C(=C\c4cccnc4)C3=O)CC2=O)c1 (configuration not stated)	-4%	-18	-2	-2	-17	0%	-14%	5%	?	3%
CC1(C)Cc2c(C#N)c(N3CCOCC3)nc(-c3ccccc3)c2CO1	9%	0	11	23	-4	18%	-10%	-3%[46.1 µM]	?	4%
COC(=O)c1ccc(CNC(=O)COC(=O)CC23CC4CC(CC(Br)(C4)C2)C3)cc1	4%	-10	4	-5	0	14%	-3%	-2%[46.1 µM]	17%	-9%
CC#CCN1C=C(C(=O)OCC)C(C)N(Cc2ccc(Br)cc2)S1(=O)=O (configuration not stated)	.	-6	-1	.	22	18%	-3%	1%[46.1 µM]	-18%	-7%
COc1cc(CCC(=O)OCC(=O)Nc2ccccc2C(C)C)cc(OC)c1OC	0%	2	-5	1	-3	-2%	2%	-5%[46.1 µM]	2%	4%
COC(=O)c1sccc1NC(=O)Cc1ccc(OC)cc1	8%	-21	0	7	0	6%	3%	-9%[46.1 µM]	?	0%
COc1ccc(N2CCN(C(=O)CSc3nnc(CNc4ccccc4)o3)CC2)cc1	-2%	-2	-5	2	-10	-1%	-10%	1%[46.1 µM]	?	0%
CCc1nnc(NC(=O)CCC(=O)N2CCN(Cc3ccc(F)cc3)CC2)s1	1%	-8	8	0	0	1%	6%	-2%	1%	1%
COCCCNC(=O)Cn1nnc(-c2ccccc2NC(=O)c2ccc(F)cc2)n1	-5%	5	1	1	6	.	14%	15%	-3%	1%
COc1ccc(-c2noc(C(=O)NCc3ccc(F)cc3)n2)cc1OC	19%	.	-10	20	9	2%	2%	9%	-8%	2%
CCOc1ccc(S(=O)(=O)N2CCCC(C(=O)NCCN3CCOCC3)C2)cc1Cl (configuration not stated)	-3%	-5	-2	-3	11	8%	5%	-5%	-7%	0%

Carrying on:
SMILES	Mito fusion yeast	KCNH2 3.1 block	TSHR antagonist	TRPV1 ag	hERG WT inh	A-T KAP1 phos	Eya2 inh	TCR act	ELG1 repair inh	USP2a block
COc1ccccc1NC(=O)N1CCCC1C(=O)NCc1ccccc1Cl (configuration not stated)	5%	22	13	7	-2	0%	6%	-1%	-3%	-1%
CCCOc1ccc(/C(O)=C2/C(=O)C(=O)N(CCCOC)C2c2ccncc2)cc1 (configuration not stated)	0%	-16	13	-4	-2	2%	-7%	-4%	-3%	2%
Cn1c(=O)[nH]c(=O)c2c1nc(Sc1ccccc1)n2CCc1ccccc1	2%	-11	-7	8	0	3%	15%	-3%	11%	0%
CCOc1ccc(S(=O)(=O)NN)cc1	-7%	4	-6	-2	2	-1%	15%	-1%	-7%	0%
CC1(C(=O)O)CCC(C(=O)Nc2ccc(F)cc2)C1(C)C (configuration not stated)	7%	-5	-7	3	8	4%	1%	-4%	6%	2%
CC(=O)Nc1cccc(NC(=O)CSc2nnnn2-c2ccc3c(c2)OCO3)c1	-6%	.	-2	1	.	17%	16%	.	-16%	0%
O=C1C(=O)c2ccccc2C(O)=C1CCCCl	-10%	-4	16	.	-10	11%	-3%	1%	18µM*	0%
O=C(CCCN1C(=O)c2ccccc2C1=O)Nc1ccc(Br)cn1	6%	9	-3	0	-23	-8%	-1%	.	3%	-2%
